esBAF inh: SWI/SNF esBAF complex inhibition; 2% of 350,000 active; reporter increase, % at 12.5 µM; mouse ES cells, Bmi1-luciferase knock-in reporter, 24 h; 100% = twice the neutral-well signal; in the data active means activation above about 40%;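 further: 0% = median of the plate's neutral control wells and 100% = double that signal; a rise in the Bmi1 reporter signal indicates esBAF inhibition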
ERp5 inh: inhibitors of human ERp5; 0.05% of 350,000 active; Q15084; ERp5 insulin aggregation, absorbance 650 nm, 90 min; AID 651711; inhibition, % at 9.99 µM;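 active means mean replicate inhibition above about 25%, with every replicate also reaching it, limit read from the data, passing the limit was not always enough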
S100A4 inh HTS: inhibitors of human S100A4 binding to myosin IIA peptide; 0.14% of 360,000 active; P26447; inhibition, % at 10.7 µM; S100A4/TAMRA-MyoIIA peptide fluorescence polarization;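 active means mean inhibition of at least 70% across replicates, with every replicate also reaching that level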
Target sequence (P26447 whole entry, looked up): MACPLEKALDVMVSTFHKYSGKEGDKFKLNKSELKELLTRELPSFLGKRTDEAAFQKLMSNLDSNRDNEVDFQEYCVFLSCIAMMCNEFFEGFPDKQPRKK
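Material: S100A4 monomer protein / Buffer or medium: 50 mM HEPES pH 7.2, 10 mM CaCl2, 100 mM KCl / Times: 5 min incubation before reading / Benchmarks: neutral control DMSO, positive control TFP / Reagent: labelled myosin peptide probe, 5 nM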
ERAP1 inh: blocks human ERAP1 aminopeptidase activity | AID 652197 | 0.15% of 340,000 active | Q9NZ08 | inhibition, % at 10.7 µM | recombinant ERAP1, Leu-AMC fluorescence, 60 min;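 active means mean replicate inhibition of at least 30%, or all replicates individually reaching that 30% level; inactive means mean below 30% and not every replicate reaching it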;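 further: 0% = neutral control wells and 100% = L-leucinethiol positive control wells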
Target sequence (Q9NZ08 whole entry, looked up): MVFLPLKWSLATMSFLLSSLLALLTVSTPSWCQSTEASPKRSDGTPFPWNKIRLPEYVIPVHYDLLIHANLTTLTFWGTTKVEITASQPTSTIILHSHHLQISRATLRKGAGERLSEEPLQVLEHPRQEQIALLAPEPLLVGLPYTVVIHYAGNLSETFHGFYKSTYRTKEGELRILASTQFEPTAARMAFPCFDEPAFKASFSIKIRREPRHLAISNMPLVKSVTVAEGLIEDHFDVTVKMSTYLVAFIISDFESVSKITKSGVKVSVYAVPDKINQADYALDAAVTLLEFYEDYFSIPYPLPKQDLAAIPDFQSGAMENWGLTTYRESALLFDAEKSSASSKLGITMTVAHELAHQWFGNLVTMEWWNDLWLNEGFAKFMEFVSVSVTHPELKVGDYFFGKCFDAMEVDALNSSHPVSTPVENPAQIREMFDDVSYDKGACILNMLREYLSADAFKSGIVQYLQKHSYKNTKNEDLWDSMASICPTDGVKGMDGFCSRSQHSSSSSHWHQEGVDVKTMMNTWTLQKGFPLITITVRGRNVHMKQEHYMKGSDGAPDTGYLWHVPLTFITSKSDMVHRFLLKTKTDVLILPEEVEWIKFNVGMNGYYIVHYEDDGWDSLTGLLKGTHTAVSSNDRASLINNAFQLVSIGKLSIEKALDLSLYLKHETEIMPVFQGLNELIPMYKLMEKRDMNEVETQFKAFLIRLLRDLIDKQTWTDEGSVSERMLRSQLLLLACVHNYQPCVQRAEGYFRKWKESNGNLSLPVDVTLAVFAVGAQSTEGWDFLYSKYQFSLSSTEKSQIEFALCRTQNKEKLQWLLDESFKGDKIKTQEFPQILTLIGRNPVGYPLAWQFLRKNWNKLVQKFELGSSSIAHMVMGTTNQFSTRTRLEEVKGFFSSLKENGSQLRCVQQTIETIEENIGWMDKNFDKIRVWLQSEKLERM
Xi reactivation: X-chromosome reactivation activator. XiGFP mouse fibroblasts, % GFP-positive cells imaging, 3 d; cells co-treated with 5-aza-dC sensitizer; scaled so ellipticine positive control = 100%. activation, % at 7.58 µM. 0.055% of 360,000 active. AID 743238;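 active means mean normalized replicate activation at least 10% and every replicate at or above 10%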;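 further: 0% = median of on-plate neutral control wells and 100% = ellipticine 6 µM median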
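Material: SV40-immortalized XiGFP fibroblast cells, line 68-5-11 | Buffer or medium: DMEM containing 5-aza-dC | Dosing: One concentration, pinned | Times: 3 d treatment, 15 min room-temperature fixation | Controls: Ellipticine 6 µM positive control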
E-sel inducer: E-selectin induction on HUVECs. P16581. HUVEC E-selectin immunofluorescence imaging; normalized: neutral wells 0, TNF-alpha wells 100. activation, % at 7.58 µM. 0.37% of 260,000 active. AID 686992;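 active means mean E-selectin-positive cell signal at least 10% of the positive control, reached in at least 60% of replicates, without over 20% cell loss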;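 further: in these data hits start at about 27%; measured in HUVEC primary endothelial cells; signal is the percent of cells scored E-selectin positive by PE staining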
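System: HUVEC / Compound: single concentration / Signal: immunofluorescence imaging / Read-out: percent E-selectin-positive cells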
RAD54 branch: blocks human RAD54 Holliday junction branch migration; Q92698; FAM/BHQ fluorescence; inhibition, % at 10.4 µM; 0.14% of 360,000 active;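 active means mean normalized replicate activity at least 40 and at least half of replicates scoring 40 or more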;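 further: 0% = median of neutral control wells and 100% = median of positive control wells; inhibitors cause a drop in the FAM fluorescence signal; in these data hits start at about 50%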
RAD52 inh: inhibitors of human RAD52 DNA annealing; AID 651710; P43351; inhibition, % at 18.7 µM; recombinant RAD52 DNA annealing, FRET fluorescence; 0.46% of 360,000 active;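 active means every replicate showing at least 50% inhibition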
Active calls of the source: *; / = no result given.

[1] C[C@H]1CN([C@@H](C)CO)C(=O)Cc2cc(NC(=O)Cc3ccccc3)ccc2O[C@H]1CN(C)C
[2] Cn1ccnc1C(=O)c1cc(SCC(=O)NC2CC2)nc2ccccc12
[3] CCC(=O)N(C)C[C@H]1Oc2cc(C#CC3CCCCC3)ccc2S(=O)(=O)N([C@H](C)CO)C[C@H]1C
[4] COc1ccccc1NC(=O)N1CC(=O)N2[C@H](CO)[C@H](c3ccc(C#Cc4ccccc4)cc3)[C@@H]2C1
[5] C[C@H]1CN([C@@H](C)CO)C(=O)c2cc(NC(=O)CCCN(C)C)ccc2O[C@H]1CN(C)C(=O)Nc1ccc2c(c1)OCO2
[6] COc1ccccc1C(=O)N(CCN(C)C)c1nc2cc(C)cc(C)c2s1
[7] C[C@H]1CCCCO[C@H](CN(C)S(=O)(=O)c2cn(C)cn2)[C@@H](C)CN([C@@H](C)CO)C(=O)c2cc(NS(=O)(=O)c3cn(C)cn3)ccc2O1
[8] NS(=O)(=O)c1ccc(Sc2nc3ccccc3s2)c([N+](=O)[O-])c1
Compound	1	2	3	4	5	6	7	8
ERAP1 inh	-2	5	-1	3	0	1	1	/
Xi reactivation	-0.4	0.2	0.1	0.0	-0.8	0.1	0.1	0.0
S100A4 inh HTS	5	-12	6	65	3	4	5	-3
esBAF inh	1	-2	7	/	1	/	-4	/
ERp5 inh	-1	1	0	2	2	-7	-7	4
E-sel inducer	/	/	-0.1	-0.1	1.5	3.5	-0.2	/
RAD52 inh	-8	-6	-1	0	-32	23	1	-7
RAD54 branch	-10	-4	0	/	3	/	-10	2

Entries of single compounds, quoted from the list. Order of values: ERAP1 inh	Xi reactivation	S100A4 inh HTS	esBAF inh	ERp5 inh	E-sel inducer	RAD52 inh	RAD54 branch
Results for CCC(=O)N(C)C[C@H]1Oc2cc(C#CC3CCCCC3)ccc2S(=O)(=O)N([C@H](C)CO)C[C@H]1C → -1	0.1	6	7	0	-0.1	-1	0
Results for NS(=O)(=O)c1ccc(Sc2nc3ccccc3s2)c([N+](=O)[O-])c1 → /	0.0	-3	/	4	/	-7	2
Results for COc1ccccc1C(=O)N(CCN(C)C)c1nc2cc(C)cc(C)c2s1 → 1	0.1	4	/	-7	3.5	23	/

(list continues)
[9] COc1cccc(C#Cc2ccc([C@H]3[C@H]4CN(C(=O)c5ccncc5)CC(=O)N4[C@H]3CO)cc2)c1
[10] O=C1NC(=O)/C(=C\c2cn(CC(=O)N3CCOCC3)c3ccccc23)S1
[11] CCc1ccc(NC(=O)C2CCN(S(=O)(=O)c3c(C)[nH]c(=O)[nH]c3=O)CC2)cc1
[12] C[C@H](NC(=O)[C@H]1[C@H](CO)[C@H]2Cn3c(cccc3=O)[C@@H]1N2Cc1cccnc1)c1ccccc1
[13] COc1ccc(CN2CCNC(=O)C2CC(=O)N(C)Cc2ccon2)c(F)c1 (configuration not stated)
[14] Cc1ccc(-c2nnn(CC(=O)N(c3cccc(F)c3)C(C(=O)NC3CCCC3)c3ccncc3)n2)o1 (configuration not stated)
[15] O=C(COC(=O)c1ccco1)Nc1ccc2[nH]c(=O)[nH]c2c1
[16] CCOC(=O)[C@]12CCCC=C1N(Cc1ccc3c(c1)OCO3)C(=O)[C@H](CC(=O)NCCCCc1ccccc1)C2
Compound	9	10	11	12	13	14	15	16
ERAP1 inh	1	0	-3	4	4	-1	-3	-2
Xi reactivation	0.1	0.0	/	0.5	-0.1	0.4	0.0	0.4
S100A4 inh HTS	17	-3	-1	7	-2	-3	-1	3
esBAF inh	/	-8	2	-2	/	3	-2	/
ERp5 inh	-3	3	2	6	-3	1	2	-1
E-sel inducer	0.5	/	/	1.1	0.0	0.0	/	/
RAD52 inh	-9	-18	-6	-8	-3	-6	-8	-15
RAD54 branch	/	0	-2	3	18	7	7	/

[17] CCN(Cc1ccncc1)C(=O)c1cc(COc2ccc(F)cc2Cl)on1
[18] Cc1ccc([N+](=O)[O-])c(OCCn2cnc3ccccc32)c1
[19] COc1ccccc1-c1cn(CC[C@H]2CC[C@@H](NC(=O)CCN3CCCCC3)[C@H](CO)O2)nn1
[20] CN(C)CC(=O)Nc1ccc2c(c1)[C@@H]1C[C@H](CC(=O)N3CCN(C)CC3)O[C@@H](CO)[C@@H]1O2
[21] COc1ccc(Cl)cc1NC(=O)CN1C(=O)NC(Cc2c[nH]c3ccccc23)C1=O (configuration not stated)
[22] C[C@@H]1CN([C@H](C)CO)C(=O)c2cc(NC(=O)CCC(F)(F)F)ccc2O[C@@H]1CN(C)Cc1ccncc1
[23] Cc1ccc(C(=O)NCCN2CCOCC2)cc1C
[24] CC(CCN1C(Nc2ccccc2)=NC[C@@H]1Cc1ccccc1)c1ccccc1 (some centres not stated)
Compound	17	18	19	20	21	22	23	24
ERAP1 inh	0	2	-2	-1	0	0	2	3
Xi reactivation	0.1	0.0	-0.2	0.4	-0.1	0.3	0.0	0.0
S100A4 inh HTS	-9	-1	-8	3	3	3	13	-6
esBAF inh	14	/	5	4	/	1	0	/
ERp5 inh	-9	-1	2	3	-1	0	3	-2
E-sel inducer	0.5	/	0.4	-0.2	0.7	0.0	0.7	-0.1
RAD52 inh	-36	-22	3	-5	-13	-1	-12	-20
RAD54 branch	-6	/	3	1	/	-1	5	-1

[25] COc1ccc(NC(=O)c2cccc(S(=O)(=O)N3CCCC3)c2)cc1OC
[26] CC(C)(C)[S@@](=O)N1Cc2cc(C(=O)NC3CCC3)nc(-c3cccc(Br)c3)c2[C@H]1CCO
[27] C[C@@H]1CN([C@H](C)CO)S(=O)(=O)c2ccc(C#CC3CC3)cc2O[C@@H]1CN(C)CC1CCOCC1
[28] Cc1ccc(C)c(-n2c3nc(=O)[nH]c(=O)c-3cc3cc([N+](=O)[O-])ccc32)c1
[29] C[C@H](CO)N1C[C@H](C)[C@@H](CN(C)S(=O)(=O)c2cn(C)cn2)Oc2ccc(NC(=O)Cc3cn(C)c4ccccc34)cc2CC1=O
[30] CCCN(C)C[C@@H]1OCCCC[C@@H](C)Oc2ccc(NC(=O)Nc3ccc(C(F)(F)F)cc3)cc2C(=O)N([C@H](C)CO)C[C@H]1C
[31] CN(C)/C=C/C(=O)c1ccc(F)cc1F
[32] COc1ccc(CN(C)C[C@H]2Oc3c(NC(=O)C4CC4)cccc3C(=O)N([C@@H](C)CO)C[C@H]2C)cc1
Compound	25	26	27	28	29	30	31	32
ERAP1 inh	-1	0	1	10	-1	-1	-1	0
Xi reactivation	0.0	0.4	-0.2	0.3	0.0	0.0	0.1	-0.4
S100A4 inh HTS	3	-13	15	4	6	-8	2	-2
esBAF inh	8	/	8	/	1	/	/	-5
ERp5 inh	1	3	3	0	-5	-1	3	3
E-sel inducer	-0.4	0.2	-0.3	/	0.4	-0.1	2.7	-0.2
RAD52 inh	-9	-15	9	-22	-4	62*	-9	2
RAD54 branch	2	/	-3	-8	6	/	/	13

Given field by field: entries from further up
[25] COc1ccc(NC(=O)c2cccc(S(=O)(=O)N3CCCC3)c2)cc1OC
  ERAP1 inh = -1 | Xi reactivation = 0.0 | S100A4 inh HTS = 3 | esBAF inh = 8 | ERp5 inh = 1 | E-sel inducer = -0.4 | RAD52 inh = -9 | RAD54 branch = 2
[26] CC(C)(C)[S@@](=O)N1Cc2cc(C(=O)NC3CCC3)nc(-c3cccc(Br)c3)c2[C@H]1CCO
  ERAP1 inh = 0 | Xi reactivation = 0.4 | S100A4 inh HTS = -13 | esBAF inh = / | ERp5 inh = 3 | E-sel inducer = 0.2 | RAD52 inh = -15 | RAD54 branch = /

Next records follow.
[33] COc1cc(C(=O)c2nccc3cc(OC)c(OC)cc23)c([N+](=O)[O-])cc1OC
[34] CCOCCCNC(=O)c1ccc(Cn2c(=S)[nH]c3c([nH]c4ccc(OC)cc43)c2=O)cc1
[35] O=C(Nn1cnc2ccccc2c1=O)c1cccc(Cl)c1
[36] Cc1ccc(NC(=O)CCN2C(=O)c3ccccc3S2(=O)=O)cc1C
[37] Cc1ccccc1-c1ccc([C@@H]2[C@@H](CO)N3CCCCN(S(C)(=O)=O)C[C@@H]23)cc1
[38] Cn1cnnc1SCc1ccc(C(=O)N/N=C(/CCC(=O)O)c2ccc(C(C)(C)C)cc2)cc1
[39] CCCn1nc(NC(=O)c2ccco2)c2cc3cc(C)ccc3nc21
[40] CC(C)[C@H](NC(=O)OC(C)(C)C)c1cc(C(=O)N[C@@H](C)c2ccccc2)c(N)s1
Compound	33	34	35	36	37	38	39	40
ERAP1 inh	0	-1	5	2	-2	0	/	-3
Xi reactivation	0.0	-0.1	0.5	0.1	0.0	0.1	0.1	0.1
S100A4 inh HTS	-7	3	3	8	4	-3	-2	0
esBAF inh	/	/	/	9	-2	4	/	/
ERp5 inh	-8	2	3	0	11	2	5	-5
E-sel inducer	/	4.2	/	0.1	-0.2	3.6	0.7	-0.2
RAD52 inh	-13	-8	-3	-14	-27	-38	-38	-39
RAD54 branch	/	/	/	0	7	-6	-10	/

[41] Cc1cc(S(=O)(=O)NC(C)c2nnc3ccccn23)ccc1Br (configuration not stated)
[42] CC(=O)C1=C(C)Nc2ncnn2C1c1ccc(F)cc1 (configuration not stated)
[43] Cc1cc(OCc2ccc(C(=O)Nc3ccc(C(=O)O)cc3)o2)ccc1Cl
[44] O=C(/C=C/Nc1cccc(C(F)(F)F)c1)c1ccco1
[45] Fc1ccc(-c2nc3c4ccccc4ccn3c2Cc2cccc(F)c2)cc1
[46] CC(NCCOc1ccccc1F)C(=O)Nc1ccc(S(N)(=O)=O)cc1 (configuration not stated)
[47] C[C@@H](NC(=O)C[C@@H]1CC[C@H](NC(=O)Nc2ccc3c(c2)OCO3)[C@H](CO)O1)c1ccccc1
[48] O=C(O)c1ccccc1-c1ccccc1C(=O)Nc1ccc(F)cc1
[49] C/C=C/c1ccc2c(c1)O[C@@H](CN(C)S(=O)(=O)c1ccccc1OC)[C@@H](C)CN([C@@H](C)CO)S2(=O)=O
[50] COc1ccc(NC(=O)[C@@H]2CC=C[C@@H]3CCN(C4CCCCC4)C(=O)[C@@H]32)cc1
[51] O=C(NCc1ccc(OC(F)(F)F)cc1)C1CC(c2c(Cl)cccc2Cl)=NO1 (configuration not stated)
Compound	41	42	43	44	45	46	47	48	49	50	51
ERAP1 inh	1	-5	-1	10	-2	4	1	-2	3	/	0
Xi reactivation	0.0	0.0	0.0	0.0	0.1	-0.1	1.0	0.1	0.0	0.0	0.0
S100A4 inh HTS	-4	20	3	-1	-3	-17	4	9	-23	/	-7
esBAF inh	3	3	13	/	/	1	1	-1	0	-9	5
ERp5 inh	-1	1	-9	-3	-6	3	-5	1	1	/	4
E-sel inducer	/	-0.1	0.0	/	0.1	0.0	-0.2	-0.1	0.6	-0.2	0.1
RAD52 inh	-3	0	-192	-10	-133	-29	-3	-4	-4	/	-7
RAD54 branch	6	1	-14	/	/	1	2	-2	-4	2	-4
